CTSL1 counter – cathepsin L1 inhibition, PFM18AAP counter-screen | AID 1906 | recombinant F. hepatica cathepsin L1, Z-Leu-Arg-MCA fluorescence | 300,000 tested, 0.49% active | inhibition, % at 5.96 µM;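 active means inhibition above the mean of all tested compounds plus 3 SD, set per screening campaign, cut at about 17% in these data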;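 further: 0% = plate median of test compound wells and 100% = 1 µM Z-Phe-Ala-diazomethylketone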
AHR activator – activates the human aryl hydrocarbon receptor. P35869. AHR-responsive luciferase reporter cells, luminescence. activation, % at 5 µM. 320,000 tested, 2.5% active. AID 2796; in the data active means activation above about 47%;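 further: 0% = vehicle wells and 100% = reference agonist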
Target sequence (P35869 whole entry, looked up): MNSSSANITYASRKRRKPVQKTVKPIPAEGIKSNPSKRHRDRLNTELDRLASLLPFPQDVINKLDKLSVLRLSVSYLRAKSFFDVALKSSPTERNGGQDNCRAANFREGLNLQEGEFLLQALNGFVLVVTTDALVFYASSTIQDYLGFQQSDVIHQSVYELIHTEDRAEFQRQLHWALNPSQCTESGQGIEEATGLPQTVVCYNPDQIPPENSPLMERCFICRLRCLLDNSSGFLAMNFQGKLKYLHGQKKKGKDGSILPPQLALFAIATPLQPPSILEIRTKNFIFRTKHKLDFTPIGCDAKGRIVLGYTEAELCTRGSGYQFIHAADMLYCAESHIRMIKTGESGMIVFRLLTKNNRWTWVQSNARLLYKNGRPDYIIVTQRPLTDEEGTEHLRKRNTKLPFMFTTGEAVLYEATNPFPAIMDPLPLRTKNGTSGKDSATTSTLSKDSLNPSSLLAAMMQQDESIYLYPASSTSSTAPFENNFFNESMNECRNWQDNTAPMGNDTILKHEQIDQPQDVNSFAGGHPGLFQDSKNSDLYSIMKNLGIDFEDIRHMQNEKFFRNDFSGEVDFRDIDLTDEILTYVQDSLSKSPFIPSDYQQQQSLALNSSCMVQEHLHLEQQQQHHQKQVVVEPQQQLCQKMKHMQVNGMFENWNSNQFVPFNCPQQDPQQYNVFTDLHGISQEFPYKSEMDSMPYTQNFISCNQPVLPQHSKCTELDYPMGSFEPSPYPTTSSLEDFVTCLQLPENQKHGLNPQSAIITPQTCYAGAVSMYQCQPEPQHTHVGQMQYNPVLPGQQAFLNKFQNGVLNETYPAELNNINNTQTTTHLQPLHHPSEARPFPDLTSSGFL
PP5 inh – blocks human protein phosphatase 5 activity; purified PP5c, OMFP substrate fluorescence; AID 1987; 320,000 tested, 0.18% active; P53041; inhibition, % at 6.7 µM;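 active means inhibition above the campaign's mean inhibition across all tested compounds plus 3 SD, cut at about 9.5% in these data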;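 further: 0% = DMSO only and 100% = 100 µM cantharidin control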
TPT1 inh – C. albicans TPT1 enzyme inhibition; recombinant caTPT1, FP RNA substrate dephosphorylation; inhibition, % at 5 µM; 300,000 tested, 0.81% active; AID 1962;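 active means inhibition above the mean of all tested compounds plus 3 SD, set per screening campaign, cut at about 24% in these data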;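 further: plate controls were DMSO alone for no effect and ferristatin control at 100 nM for full effect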
procasp3 activ – procaspase-3 (human) activation. activation, % at 8.5 µM. recombinant procaspase-3 D3A, Ac-DEVD-pNA absorbance 405 nm. P42574. 330,000 tested, 0.11% active;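 active means activation above the mean of all tested compounds plus 3 SD, cut at about 21% in these data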;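 further: 0% = DMSO alone and 100% = DMSO wells spiked with extra 5 µM PC-3 D3A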
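assay system = Procaspase-3 D3A mutant | signal = absorbance at 405 nm, 0 and 120 min | times = 1 h preincubation plus 2 h reaction at 25 °C | repeats = single replicate | read-out = % activation between DMSO and enzyme-spiked controls | medium = Zinc-free HEPES saline buffer with Triton X-100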
HCV core dimer – blocks dimerization of HCV core protein; TR-FRET GST/Flag-core106 dimerization, 1536-well; inhibition, % at 5 µM; 300,000 tested, 0.33% active; AID 1899;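 active means inhibition above the mean of all tested compounds plus 3 SD, set per screening campaign, cut at about 45% in these data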
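assay system = GST-tagged and Flag-tagged HCV core protein residues 1-106 | controls = unlabelled core106 and no-GST-core106 wells | incubation = compound-protein-antibody incubation 4 h at 22.5 °C | probe or stimulus = Eu donor and XL665 acceptor anti-tag antibodies | read-out = % inhibition based on acceptor/donor emission ratio | signal = TR-FRET 671 and 617 nm emission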
PAFAH2 FP inh – PAFAH2 (human) inhibition; inhibition, % at 3.39 µM; Q99487; 340,000 tested, 0.99% active; recombinant PAFAH2, FP-rhodamine activity probe, fluorescence polarization;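 active means inhibition above the mean over all tested compounds plus 3 SD, cut at about 30% in these data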;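 further: inhibitors block probe labeling of enzyme so polarization drops; 0% = enzyme with DMSO and 100% = wells lacking PAFAH2 protein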
proCasp7 act – counter-screen for procaspase-3 activators: activators of human procaspase-7 | P55210 | activation, % at 8.5 µM | recombinant procaspase-7, Ac-DEVD-pNA absorbance 405 nm; D23A/D198A/D206A triple mutant, cannot self-cleave; scale: DMSO 0, 5 µM enzyme 100 | 330,000 tested, 0.093% active | AID 463210;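 active means percent activation above the screen-wide mean plus 3 SD, cut at about 25% in these data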
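Test system: Procaspase-7 triple mutant (PC-7 D3A). Also added: Ac-DEVD-pNA substrate, 400 µM as added. Schedule: 1 h enzyme–compound preincubation and 2 h substrate reaction, both 25 °C. Signal: p-Nitroaniline absorbance at 405 nm, read at 0 and 120 min. Control set: low DMSO alone, high DMSO plus 5 µM PC-7.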
PP1 inh – counter-screen for PP5 inhibitors: inhibitors of human PP1-alpha; P62136; 320,000 tested, 0.9% active; purified PP1alpha, OMFP fluorescence; inhibition, % at 6.7 µM;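 active means inhibition above the mean inhibition of all tested compounds plus 3 SD, computed separately for each screening campaign, cut at about 15% in these data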
Numbers without * were called inactive; . = not tested or not shown. Compounds as they come. Share with any hit: about 5.6%.

no.	Compound	CTSL1 counter	AHR activator	PP5 inh	TPT1 inh	procasp3 activ
1	CCN(CC)CCNc1oc(-c2ccccc2)nc1S(=O)(=O)c1ccccc1	.	-1	.	.	4
2	Cc1ccc(N2C(=O)c3ccccc3C2C(=O)c2cc(C)ccc2O)cc1 (stereo unspecified)	-1	26	2.4	3	-31
3	COC(=O)c1ccc(CSc2ncnc3ccccc23)o1	5	2	0.2	-6	0
4	O=C(CNC(=O)c1ccc(S(=O)(=O)N2CCCC2)cc1)N/N=C/c1ccc(Cl)cc1Cl	-5	-1	-0.7	-3	0
5	CC(=O)Nc1nc(-c2cccc3ccccc23)cs1	4	36	-3.0	2	8
6	CCN(CC)Cc1cc2ccccc2c2c1COC2	-1	6	-1.1	-2	6
7	Cc1ccc[n+](CC(=O)c2ccc(Cl)cc2)c1	0	11	5.2	-1	1
8	CC(=O)N=c1ncn(CC(COC(C)=O)OC(C)=O)c2nc[nH]c12 (stereo unspecified)	-1	1	0.2	-4	0
9	O=C1CCCc2nc(NCc3ccco3)ncc21	1	37	3.0	0	4
10	O=C(N=Nc1c(O)[nH]c2ccc(Br)cc12)c1cc(-c2cccc3ccccc23)n[nH]1	2	28	-5.1	0	-2
11	Cc1cc(C)nc(NC(=O)/C=C/c2ccc(Cl)cc2)n1	3	28	1.6	0	-3
12	O=C(O)C1=CC[C@@H](c2ccc(Cl)cc2)N(S(=O)(=O)c2ccc(Cl)cc2)[C@H]1c1ccccc1	3	0	-1.6	0	2

no.	HCV core dimer	PAFAH2 FP inh	proCasp7 act	PP1 inh
1	.	2	-5	.
2	4	-5	-29	-2
3	-6	5	8	-3
4	15	-10	7	-2
5	-14	-5	4	1
6	1	4	16	-1
7	-11	1	-7	0
8	-4	-9	16	-3
9	-3	2	0	-2
10	5	-18	0	11
11	-3	-6	5	-4
12	29	1	1	11

Shown with values under each structure: part of the list above.
Below each compound: CTSL1 counter	AHR activator	PP5 inh	TPT1 inh	procasp3 activ	HCV core dimer	PAFAH2 FP inh	proCasp7 act	PP1 inh
[6] CCN(CC)Cc1cc2ccccc2c2c1COC2
→ -1	6	-1.1	-2	6	1	4	16	-1
[1] CCN(CC)CCNc1oc(-c2ccccc2)nc1S(=O)(=O)c1ccccc1
→ .	-1	.	.	4	.	2	-5	.

Carrying on.
no.	Compound	CTSL1 counter	AHR activator	PP5 inh	TPT1 inh	procasp3 activ
13	CCC(CC)C(=O)Nc1cc(Cl)ccc1C	-2	-1	2.0	0	-1
14	COc1cc(CCC(=O)OCC(=O)Nc2ccc(C(N)=O)cc2)cc(OC)c1OC	-10	2	0.6	0	1
15	Cc1cc(C(=O)NNC(=S)Nc2ccccc2)nn1C	3	0	1.7	0	-5
16	Cc1ccc(S(=O)(=O)N2CCN(C(=O)c3ccc([N+](=O)[O-])cc3)C2)cc1	-1	-5	2.5	-5	4
17	O=C(NCc1ccco1)c1cnn2c1NC(c1ccccc1)CC2C(F)(F)F (stereo unspecified)	3	2	0.7	-2	-5
18	CCc1nnc(NC(=O)C=C(C)C)s1	-1	3	3.8	-2	-4
19	O=C(NC1CCSc2ccccc21)c1cccc(Br)c1 (stereo unspecified)	-4	18	2.3	6	-1
20	CC(=O)c1c(C)[nH]c(C(=O)NNC(=O)COc2cc(C)ccc2C(C)C)c1C	.	1	.	.	9
21	O=C(CC1C(=O)NCCN1Cc1ccccc1C(F)(F)F)NCCN1CCCCC1=O (stereo unspecified)	1	-2	-0.1	-8	-4
22	COc1ccccc1NS(=O)(=O)c1cc(NC(=O)c2ccccc2[N+](=O)[O-])ccc1N1CCOCC1	.	10	.	.	-7
23	CCOc1ccc(C(C)=O)cc1CSc1nnnn1-c1ccc(O)cc1	-1	0	1.8	0	5
24	O=C1NC(c2ccc3c(c2)OCO3)Oc2ccccc21 (stereo unspecified)	0	10	1.1	2	1

no.	HCV core dimer	PAFAH2 FP inh	proCasp7 act	PP1 inh
13	-3	.	2	-2
14	3	8	1	-1
15	-6	.	-1	-3
16	-5	-5	4	0
17	4	0	0	-4
18	-3	-1	-1	-2
19	-14	-10	9	1
20	.	5	-1	.
21	12	8	12	-5
22	.	1	-1	.
23	0	0	11	-3
24	-1	-1	9	-5

Another view of part of the listing above:
Every second line gives: CTSL1 counter	AHR activator	PP5 inh	TPT1 inh	procasp3 activ	HCV core dimer	PAFAH2 FP inh	proCasp7 act	PP1 inh
10) O=C(N=Nc1c(O)[nH]c2ccc(Br)cc12)c1cc(-c2cccc3ccccc23)n[nH]1
→ 2	28	-5.1	0	-2	5	-18	0	11
11) Cc1cc(C)nc(NC(=O)/C=C/c2ccc(Cl)cc2)n1
→ 3	28	1.6	0	-3	-3	-6	5	-4
12) O=C(O)C1=CC[C@@H](c2ccc(Cl)cc2)N(S(=O)(=O)c2ccc(Cl)cc2)[C@H]1c1ccccc1
→ 3	0	-1.6	0	2	29	1	1	11
13) CCC(CC)C(=O)Nc1cc(Cl)ccc1C
→ -2	-1	2.0	0	-1	-3	.	2	-2
14) COc1cc(CCC(=O)OCC(=O)Nc2ccc(C(N)=O)cc2)cc(OC)c1OC
→ -10	2	0.6	0	1	3	8	1	-1
15) Cc1cc(C(=O)NNC(=S)Nc2ccccc2)nn1C
→ 3	0	1.7	0	-5	-6	.	-1	-3
16) Cc1ccc(S(=O)(=O)N2CCN(C(=O)c3ccc([N+](=O)[O-])cc3)C2)cc1
→ -1	-5	2.5	-5	4	-5	-5	4	0
17) O=C(NCc1ccco1)c1cnn2c1NC(c1ccccc1)CC2C(F)(F)F (stereo unspecified)
→ 3	2	0.7	-2	-5	4	0	0	-4
18) CCc1nnc(NC(=O)C=C(C)C)s1
→ -1	3	3.8	-2	-4	-3	-1	-1	-2
19) O=C(NC1CCSc2ccccc21)c1cccc(Br)c1 (stereo unspecified)
→ -4	18	2.3	6	-1	-14	-10	9	1
20) CC(=O)c1c(C)[nH]c(C(=O)NNC(=O)COc2cc(C)ccc2C(C)C)c1C
→ .	1	.	.	9	.	5	-1	.
21) O=C(CC1C(=O)NCCN1Cc1ccccc1C(F)(F)F)NCCN1CCCCC1=O (stereo unspecified)
→ 1	-2	-0.1	-8	-4	12	8	12	-5

Other records:
no.	Compound	CTSL1 counter	AHR activator	PP5 inh	TPT1 inh	procasp3 activ
25	Cc1ccc(N/C=C(/C#N)c2ccsc2)cc1C	0	-8	3.0	0	8
26	O=C(Cn1[nH]c(=O)c2ccccc2c1=O)NC1CCN(Cc2ccccc2)CC1	1	0	-0.8	3	6
27	O=C(CNS(=O)(=O)c1ccc(F)c(Cl)c1)N1CCCCCC1	-4	11	-1.0	-1	-3
28	N#Cc1c(N)nc(SCc2ccncc2)c(C#N)c1-c1cccs1	4	28	3.2	-2	-5
29	CN1CCCC(OC(=O)c2ccc(C(C)(C)C)cc2)C1 (stereo unspecified)	0	-1	3.1	2	4
30	Cc1ccc(SCCN2CCN(Cc3ccccc3)CC2)cc1	0	2	2.8	1	2
31	O=C(O)C1C2CCC(C2)C1C(=O)Nc1nc2ccccc2s1 (stereo unspecified)	-1	12	-0.2	4	-9
32	O=C(CCc1ccccc1Cl)NC1CCCN(c2ccc(C(F)(F)F)cn2)C1 (stereo unspecified)	-1	1	3.3	1	-1
33	COc1ccc(CN2CCNC(=O)C2CC(=O)N(C)Cc2nccn2C)cc1OC (stereo unspecified)	-2	0	3.1	2	1
34	COc1ccc(C2c3ccc4ccccc4c3Oc3ncn(CCO)c(=N)c32)cc1 (stereo unspecified)	0	2	5.0	1	2
35	COc1ccc(/C=N/N2C(=O)C3C4C=CC(C4)C3C2=O)cc1[N+](=O)[O-] (stereo unspecified)	0	-1	-0.9	1	3
36	O=C(NCCCN1CCOCC1)c1cc2nc(-c3ccco3)cc(C(F)(F)F)n2n1	4	1	0.1	-4	3

no.	HCV core dimer	PAFAH2 FP inh	proCasp7 act	PP1 inh
25	-3	-5	-1	3
26	3	-6	6	-5
27	-5	8	4	2
28	6	-4	1	3
29	-11	0	7	1
30	-4	7	0	0
31	-4	-1	4	-5
32	-9	7	-2	-2
33	3	-1	-10	-4
34	-6	-3	2	0
35	1	-2	2	0
36	-10	-2	6	-2

More entries follow:
no.	Compound	CTSL1 counter	AHR activator	PP5 inh	TPT1 inh	procasp3 activ
37	COc1ccccc1N1CCN(S(=O)(=O)c2ccc3c(c2)NC(=O)C(C)S3)CC1 (stereo unspecified)	0	0	4.7	-1	-4
38	CN(Cc1ccccc1)C(=O)COc1ccc(C(C)(C)C)cc1	3	1	1.4	2	0
39	COc1ccc(C2C(C#N)=C(N)Oc3cc(O)ccc32)cc1OC (stereo unspecified)	-5	5	2.4	5	-1
40	CCCn1c(SCC(=O)N2CCN(c3ccccc3)CC2)nc2ccccc2c1=O	9	7	2.2	0	9
41	CCCSc1nc2sc3c(c2c(=O)[nH]1)CCN(Cc1ccccc1)C3	-1	7	-0.1	82*	-10
42	CC(C)(/C=N/O)/[N+]([O-])=C/c1ccco1	-1	2	0.8	1	7
43	C/C(=N/NC(=O)c1ccc2c(c1)OCO2)c1ccc(Br)s1	1	47	1.4	-3	-3
44	COc1ccc2nc(Nc3nc(C)c(CCC(C)C)c(=O)[nH]3)nc(C)c2c1	1	3	0.7	25*	-2
45	O=C(Nc1nnc(C2CC2)s1)c1cc(S(=O)(=O)N2CCCCC2)ccc1N1CCOCC1	-4	-4	-0.9	-5	3
46	Cc1ccc(NC(=O)CN2C(=O)NC(C)(CC(C)C)C2=O)cc1F (stereo unspecified)	.	4	.	.	0
47	CN1CCN(c2nc3c(c(=O)n(C)c(=O)n3C)n2CCSc2nnnn2-c2ccccc2)CC1	2	5	1.4	-4	-5
48	CC(C)c1nc(Cl)c(C#N)c2c1CSC(C)(C)C2	-2	2	2.2	4	2

no.	HCV core dimer	PAFAH2 FP inh	proCasp7 act	PP1 inh
37	16	1	4	1
38	6	12	1	11
39	-4	1	2	3
40	6	-2	-9	5
41	20	10	-7	1
42	-10	-9	-1	0
43	1	-3	-12	0
44	2	-2	12	0
45	5	4	10	-2
46	.	-2	3	.
47	1	-4	2	1
48	-3	-9	-4	0

Further compounds.
no.	Compound	CTSL1 counter	AHR activator	PP5 inh	TPT1 inh	procasp3 activ
49	O=C(Cc1cccc(C(F)(F)F)c1)N1CCCC1	-3	0	-0.4	-1	-4
50	O=C(NCc1cc(C(F)(F)F)cc(C(F)(F)F)c1)C1CC(c2c(Cl)cccc2Cl)=NO1 (stereo unspecified)	5	5	7.5	-1	4
51	O=C(NCCO)c1cc(-c2cc(C(=O)NCCO)c3ccccc3n2)nc2ccccc12	0	5	1.1	-1	4
52	COC(=O)c1sc(=S)n(-c2ccccc2)c1N	0	-1	1.3	-1	-10

no.	HCV core dimer	PAFAH2 FP inh	proCasp7 act	PP1 inh
49	-14	-12	4	4
50	-3	-5	-7	9
51	1	-8	6	-4
52	1	-3	-8	0
